VHR inh abs: inhibitors of human VHR1 phosphatase (DUSP3). P51452. recombinant VHR phosphatase, pNPP absorbance. inhibition, % at 13.3 µM. 290,000 tested, 0.52% active. AID 1654; in the data active means inhibition above about 50%; further: some compounds called inactive have numbers as strong as hits
Target sequence (P51452 whole entry, looked up): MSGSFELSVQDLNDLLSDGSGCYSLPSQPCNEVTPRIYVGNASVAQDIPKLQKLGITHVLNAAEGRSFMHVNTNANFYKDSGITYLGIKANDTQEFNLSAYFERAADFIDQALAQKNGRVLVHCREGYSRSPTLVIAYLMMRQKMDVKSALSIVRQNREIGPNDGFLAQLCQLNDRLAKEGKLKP
Rv3671c protease: inhibits the M. tuberculosis serine protease Rv3671c | inhibition, % at 5.96 µM | 320,000 tested, 0.048% active | AID 2606; in the data active means inhibition above about 38%;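 further: extracellular domain of Rv3671c used as enzyme; 0% = enzyme with DMSO and 100% = no enzyme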
Target sequence (P9WHR9 whole entry, looked up, the tested form may be a part): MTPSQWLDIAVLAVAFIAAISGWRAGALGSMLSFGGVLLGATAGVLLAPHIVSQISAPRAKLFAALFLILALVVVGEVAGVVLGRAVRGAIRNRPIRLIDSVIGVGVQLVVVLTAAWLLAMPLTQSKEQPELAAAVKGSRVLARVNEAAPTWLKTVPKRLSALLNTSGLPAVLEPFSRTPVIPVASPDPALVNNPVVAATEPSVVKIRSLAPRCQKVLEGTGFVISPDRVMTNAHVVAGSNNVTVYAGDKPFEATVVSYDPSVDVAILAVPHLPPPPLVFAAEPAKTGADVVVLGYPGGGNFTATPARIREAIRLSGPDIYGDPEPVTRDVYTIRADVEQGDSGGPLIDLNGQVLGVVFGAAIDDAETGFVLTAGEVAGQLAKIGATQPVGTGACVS
PriA SSB inh: K. pneumoniae PriA-SSBct interaction inhibition. 430,000 tested, 0.6% active. inhibition, % at 33 µM. AlphaScreen SSBct-PriA binding, biotinylated peptide; in the data active means inhibition mostly above about 37%, no sharp cut-off; inactive means mostly below about 20%;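 further: plate controls were negative control peptide for no effect and reference peptide for full effect; strong numbers were not always called active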
BioA inh: BioA (M. tuberculosis) enzyme inhibition | AID 602481 | 360,000 tested, 0.096% active | inhibition, % at 9.99 µM | purified M. tuberculosis BioA enzyme, plate reader; in the data active means inhibition above about 40%
3CLpro inhibitor: SARS-CoV 3CLpro protease inhibition | P0C6X7 | inhibition, % at 6 µM | AID 1706 | 290,000 tested, 0.14% active | recombinant SARS-CoV 3CLpro, quenched FRET peptide cleavage; in the data active means inhibition above about 12%
FBA Mtb inh: inhibitors of M. tuberculosis fructose-bisphosphate aldolase | P9WQA3 | purified M. tuberculosis FBA, fluorescence read-out | AID 588726 | inhibition, % at 1 µM | 360,000 tested, 2.3% active; in the data active means inhibition above about 27%;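 further: 0% = vehicle and 100% = reference inhibitor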
Target sequence (P9WQA3 whole entry, looked up): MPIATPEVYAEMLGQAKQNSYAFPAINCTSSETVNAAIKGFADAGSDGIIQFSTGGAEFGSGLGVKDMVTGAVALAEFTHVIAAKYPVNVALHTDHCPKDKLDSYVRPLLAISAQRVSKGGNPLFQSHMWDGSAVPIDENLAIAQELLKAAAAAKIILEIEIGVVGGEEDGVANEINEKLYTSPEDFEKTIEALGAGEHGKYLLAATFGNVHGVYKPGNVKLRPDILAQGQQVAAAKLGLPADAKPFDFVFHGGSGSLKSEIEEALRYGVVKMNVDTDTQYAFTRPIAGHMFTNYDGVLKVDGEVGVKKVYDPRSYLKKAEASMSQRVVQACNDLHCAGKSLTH
GDH-TPI inh: counter-screen for M. tuberculosis FBA inhibitors: GDH-TPI coupled enzymes. GDH-TPI coupled enzyme counterscreen, NADH absorbance. inhibition, % at 4.8 µM. 360,000 tested, 1.2% active. AID 588335; in the data active means inhibition above about 30%;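 further: 0% = DMSO wells and 100% = wells lacking the enzyme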
BH1578 lux ind: quorum light induction in luxS cqsA deficient V. cholerae. V. cholerae BH1578 lux reporter, luminescence, 6 h. AID 588436. 350,000 tested, 0.16% active. activation, % at 18.7 µM; in the data active means activation mostly above about 9.7%, no sharp cut-off; further: not every result past the cut was called active; inactives centre near 0; reference of the scale not given here
UGM FP inh: blocks M. tuberculosis UGM enzyme. purified UGM, fluorescence polarization probe displacement. inhibition, % at 10 µM. 320,000 tested, 0.06% active. AID 504406; in the data active means inhibition above about 10%, passing the limit was not always enough
MazEF act: increases E. coli MazEF RNase cleavage of RNA. FAM/BHQ RNA-DNA oligo cleavage fluorescence, 5 h. 350,000 tested, 0.32% active. AID 504720. activation, % at 20 µM. P0AE70; in the data active means activation above about 50%
Target sequence (P0AE70 whole entry, looked up): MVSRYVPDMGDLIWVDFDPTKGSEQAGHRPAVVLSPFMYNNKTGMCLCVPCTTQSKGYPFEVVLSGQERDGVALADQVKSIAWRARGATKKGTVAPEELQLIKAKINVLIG
The depositor's hits bear a star; i = inactive; · = not tested or not shown; + = active, no number; & = joins results of further samples. An excerpt; rates above refer to the full screens.

SMILES	VHR inh abs	Rv3671c protease	PriA SSB inh	BioA inh	3CLpro inhibitor	FBA Mtb inh	GDH-TPI inh	BH1578 lux ind	UGM FP inh	MazEF act
COc1cccc(N2CCN(C(=O)C3CCCN(S(=O)(=O)c4ccc5c(c4)oc(=O)n5C)C3)CC2)c1 (centres undefined)	12.8	2.9	8.6	0.5	7.9	0.2	-5.9	-0.2	-0.4	5.8
COC(=O)c1ccccc1S(=O)(=O)N1CCC(C(=O)N2CCC2)CC1	·	-3.5	7.4	·	·	-1.0	0.0	i	2.9	7.7
COc1ccc(-c2c(-c3ccccc3OC)oc3ccccc23)cn1	·	-11.4	-42.2	0.2	·	6.1	6.2	i	1.4	-10.0
O=C(c1cccs1)N(C(=O)c1cccs1)c1ccccn1	23.4	7.1	-4.4	2.4	1.3	-3.7	-12.3	i	-4.2	1.0
COc1ccc(C2C3=C(CC(C)(C)CC3=O)N(C)C3=C2C(=O)CC(C)(C)C3)cc1	22.6	-8.8	-7.3	-0.4	-1.1	24.2	2.4	-0.2	1.3	-1.1
CC1Sc2ccc(S(=O)(=O)N3CCN(c4ccccc4)CC3)cc2NC1=O (centres undefined)	-3.0	-15.2	14.8	5.7	0.0	2.8	7.6	i	1.3	5.1
Cc1cc(=O)[nH]c(N/N=C/c2ccc(F)cc2)n1	1.6	·	·	-0.7	-1.1	4.1	4.3	-7.7	-1.3	2.8
Cc1ccc(NC(=S)N2CCCC(c3nc4ccccc4[nH]3)C2)cc1 (centres undefined)	31.2	-2.2	0.8	·	-4.8	-2.0	2.1	-0.3	-3.5	4.0
O=C(NCCN1CCCCC1)c1cc(OCC(F)(F)F)ccc1OCC(F)(F)F	13.1	1.3	-7.4	-0.3	3.3	9.1	-3.5	i	-1.9	5.9
Cc1nn(-c2ccc(F)cc2)c(Cl)c1/C=C1\C(=O)Nc2ccccc21	2.1	-18.0	0.1	·	-3.2	-5.7	10.1	i	-0.4	3.3
COc1ccccc1S(=O)(=O)N(C)C[C@H]1Oc2cc(Br)ccc2S(=O)(=O)N([C@@H](C)CO)C[C@H]1C	·	·	·	0.9&3.7	·	-1.1	0.0	-2.3	·	2.6
CCCCn1c(=O)n(C)c(=O)c2c(C(F)(F)F)cc(-c3ccncc3)nc21	18.0	0.7	0.8	-2.0	1.5	11.1	-0.6	-0.3	0.1	9.1
CCOC(=O)N1CCN(C(=O)c2cn(C)c3ccc(S(=O)(=O)N4CCOCC4)cc3c2=O)CC1	2.3	7.6	-17.1	-2.2	5.4	-0.9	7.8	i	2.3	2.6
COc1ccccc1CCNC(=O)C(=O)c1cn(CC(=O)N2CCOCC2)c2ccccc12	-7.2	-7.2	-5.0	2.5	6.8	80.4*	3.1	-0.3	3.4	5.8
COC(=O)CN1C(=O)[C@H]2[C@@H](/C=C/c3ccccc3)N3C(=O)CN(Cc4ccccc4)C(=O)[C@@]3(Cc3ccccc3)[C@H]2C1=O	13.4	-7.0	2.5	-5.5	1.4	1.2	5.8	-0.4	-0.1	-4.8
CC(=O)Nc1ccc(C=NNc2ccc([N+](=O)[O-])cn2)cc1	·	·	-8.9	-2.6	·	-4.4	23.8	-0.8	·	15.8
C[n+]1cccc2cccc([O-])c21	17.9	·	1.1	·	7.7	0.2	-8.8	-0.6	·	-3.8
O=C(O)C1CC(O)CN1c1nc(Cl)ccc1[N+](=O)[O-] (centres undefined)	7.6	-4.6	-9.1	·	1.1	-2.5	-0.6	i	0.5	-41.4
N=c1c(C(=O)NCC2CCCO2)cc2c(=O)n3ccccc3nc2n1Cc1ccccc1 (centres undefined)	5.7	6.0	2.6	5.4	0.8	+	17.6	-0.4	-1.2	7.2
Cc1cc(C)c(S(=O)(=O)N2CCCCC2CCNC(=O)C(=O)NC2CC2)c(C)c1 (centres undefined)	·	7.9	-11.8	-1.0	·	0.7	-6.0	-0.3	·	4.3
NS(=O)(=O)c1cnccc1Nc1ccc(Cl)c(Cl)c1	-4.8	-11.0	-0.2	0.6	2.2	2.3	-3.0	-0.3	1.0	-4.5
CC(=O)C[C@H](O)CC(=O)[C@H]1OC(=O)CCCCC/C=C/Cc2ccccc21	·	5.3	-8.1	0.0	·	5.3	9.5	-0.4	-1.1	-8.3
COCCNC(=O)C(c1ccc(F)cc1)N(C(=O)CCC(=O)Nc1ccccn1)c1cccc(C)c1 (centres undefined)	20.4	-13.3	-2.6	-0.9	4.5	-0.9	-3.3	-3.6	6.4	1.3
Cc1nnc(SCC(=O)NC(C)(C)C)n1NCc1ccc(Cl)cc1	0.9	-1.9	-2.0	·	7.2	-3.7	-4.3	-0.8	-3.2	4.7
CC(=O)Nc1ccc2nc(NC(=O)CS(=O)(=O)c3ccccc3)sc2c1	·	3.7	-17.4	·	·	-2.4	3.5	-1.9	-2.3	9.7

Molecules from the list above with a nitro group on carbon (two):
SMILES	VHR inh abs	Rv3671c protease	PriA SSB inh	BioA inh	3CLpro inhibitor	FBA Mtb inh	GDH-TPI inh	BH1578 lux ind	UGM FP inh	MazEF act
CC(=O)Nc1ccc(C=NNc2ccc([N+](=O)[O-])cn2)cc1	·	·	-8.9	-2.6	·	-4.4	23.8	-0.8	·	15.8
O=C(O)C1CC(O)CN1c1nc(Cl)ccc1[N+](=O)[O-] (centres undefined)	7.6	-4.6	-9.1	·	1.1	-2.5	-0.6	i	0.5	-41.4

(more compounds)
SMILES	VHR inh abs	Rv3671c protease	PriA SSB inh	BioA inh	3CLpro inhibitor	FBA Mtb inh	GDH-TPI inh	BH1578 lux ind	UGM FP inh	MazEF act
COc1ccc(-c2oc(=O)c3cc(OC)c(OC)cc3c2C#C[C@]2(O)CC[C@H]3[C@@H]4CCc5cc(OC)ccc5[C@H]4CC[C@@]32C)cc1	·	-8.0	5.0	-0.2	·	2.0	-0.4	i	1.0	-34.1
CCOC(=O)NC1=NCC(C)S1 (centres undefined)	35.4	-5.8	1.2	-0.6	-1.2	0.0	4.6	-0.6	-1.0	0.4
CCOc1ncccc1C(=O)OCC(=O)c1ccc(C)c(C)c1	14.5	7.5	-9.1	·	-2.6	0.3	12.2	i	2.1	4.3
O=S(=O)(Nc1cccc(S(=O)(=O)N2CCCC2)c1)c1ccc(Br)cc1	·	·	·	-0.7	·	2.1	18.8	-0.2	·	0.9
CC(C)(C)[C@H]1COC(=O)CCC/C=C/C[C@H](CC(=O)NCCO)C(=O)N1	·	0.8	-4.1	-0.1	·	0.2	3.6	-0.8	-0.9	8.7
O=C(NNC(=O)C1CC(=O)N(c2ccc3c(c2)OCCO3)C1)c1ccc(F)cc1 (centres undefined)	·	-7.4	-12.5	0.0	·	1.5	8.8	i	-3.4	6.8
Cc1ccc(S(=O)(=O)NC(=O)N(CCC#N)Cc2ccccc2)cc1	2.1	1.6	-7.2	-0.8	-3.6	3.2	-2.6	-8.3	-4.2	4.0
COC(=O)c1cc(C(=O)Nc2ccc(Cl)cn2)cc([N+](=O)[O-])c1	22.3	5.2	2.7	2.3	4.1	-3.1	8.6	-0.4	0.2	13.1
O=C(O)c1ccccc1S(=O)(=O)c1ccccc1CO	1.5	12.6	-9.2	-0.8	3.9	-1.9	11.9	1.5	1.8	8.7
Cc1ccc(S(=O)(=O)N(CCc2ccccc2)c2ccc3c(c2)C2CC3CCN2C(=O)OCc2ccccc2)cc1 (centres undefined)	·	·	·	·	·	1.5	6.2	-0.5	·	-1.0
COc1ncccc1-c1nnn(-c2ccc(Cl)nc2)n1	13.9	-1.4	3.0	2.6	-0.3	27.4*	17.2	-0.5	2.8	4.7
COc1ccc(/C=C/c2c(-c3ccc(OC)cc3)oc3ccccc23)cc1	20.5	-8.6	-9.7	0.4	-4.0	5.6	3.1	-0.6	1.8	-17.7
Cc1ccc(CNC(=O)C2CCCN(c3cnccn3)C2)cc1 (centres undefined)	-3.0	-0.1	2.0	-3.1	3.5	5.8	4.3	i	1.6	6.9
O=C(CCSCCC(=O)NN=Cc1cccc(Cl)c1)NN=Cc1cccc(Cl)c1	·	·	-11.4	-0.9	·	4.7	1.3	8.3	·	-4.1
COc1ccc(COC(=O)C2CCN(S(=O)(=O)c3ccc(Cl)cc3)CC2)cc1	·	-4.7	2.1	·	·	-0.3	3.6	i	0.6	2.8
CC(=O)N1CCc2cc(S(=O)(=O)N3CCCCCC3)ccc21	5.5	8.8	-4.3	0.5	1.6	11.7	6.9	i	-1.2	4.3
O=C(NCC(c1cccs1)N1CCOCC1)c1cc2ccccc2oc1=O (centres undefined)	·	0.2	-4.5	0.7	·	1.3	6.9	-2.8	1.1	-3.8
CCOC(=O)c1[nH]c(C)c(C(=O)c2cc(F)ccc2F)c1C	19.1	-4.5	2.8	4.4	-2.1	-3.0	5.5	i	-2.4	-3.7
CSc1ccc(NC(=O)NN(c2ccccc2)C2CCS(=O)(=O)C2)cc1 (centres undefined)	·	·	·	-0.4	·	-0.2	0.4	0.5	·	4.4
CN(C)CCNC(=O)C(C(=O)c1ccc(F)cc1)n1ccccc1=O (centres undefined)	42.5	5.2	2.7	-0.8	-3.8	0.6	2.2	·	-2.4	3.0
Cc1ccnc(SCC(=O)c2ccc([N+](=O)[O-])cc2)n1	4.6	4.1	-4.5	·	-3.5	1.4	8.1	-1.1	-2.0	9.7
CCCCN(C)CC(O)Cn1cc(/C=C/C(=O)c2ccc(C)cc2)c2ccccc21 (centres undefined)	16.1	-7.3	12.2	0.2	-4.5	-0.6	1.8	-0.6	-1.1	-20.9
CC(C)NC(=O)CN1CCC(O)(c2ccccc2)CC1	11.8	0.5	-0.8	·	2.1	-2.9	2.5	-1.2	4.4	6.7
CCOc1cc2[nH]c(=O)n(CCCC(=O)N(C)Cc3ccccc3)c(=O)c2cc1OCC	11.9	6.7	-1.5	-2.6	1.3	11.8	-8.2	-2.9	0.5	3.6
CSc1ccc(CCNC(=O)C2CCCN(c3ncnc4c3nc3n4CCCCC3)C2)cc1 (centres undefined)	-12.2	0.9	-5.8	0.1	3.4	1.5	3.9	-0.2	2.6	-0.8

Fetched one by one from the entries so far:
SMILES	VHR inh abs	Rv3671c protease	PriA SSB inh	BioA inh	3CLpro inhibitor	FBA Mtb inh	GDH-TPI inh	BH1578 lux ind	UGM FP inh	MazEF act
CCCCN(C)CC(O)Cn1cc(/C=C/C(=O)c2ccc(C)cc2)c2ccccc21 (centres undefined)	16.1	-7.3	12.2	0.2	-4.5	-0.6	1.8	-0.6	-1.1	-20.9
O=C(NCC(c1cccs1)N1CCOCC1)c1cc2ccccc2oc1=O (centres undefined)	·	0.2	-4.5	0.7	·	1.3	6.9	-2.8	1.1	-3.8

(listing goes on)
SMILES	VHR inh abs	Rv3671c protease	PriA SSB inh	BioA inh	3CLpro inhibitor	FBA Mtb inh	GDH-TPI inh	BH1578 lux ind	UGM FP inh	MazEF act
O=C(O)CC/C(=N/Nc1ccc([N+](=O)[O-])cc1)C(=O)O	-4.3	-1.8	·	·	2.4	-13.8	5.2	-0.2	-1.9	6.0
CC(C)(C)c1ccc(S(=O)(=O)N2CCN(CCC#N)CC2)cc1	19.3	-1.4	-9.7	-3.4	3.4	1.0	3.0	i	0.2	-0.2
c1ccc(Cn2cc(CN3CCCO3)c(-c3ccc4c(c3)OCO4)n2)cc1	28.4	-1.8	-10.0	-0.1	2.3	-1.0	7.8	-8.5	-1.0	2.7
Cc1cccc(CCNC(=O)c2cc(S(=O)(=O)N3CCCC3)cn2C)c1	13.4	-1.6	-3.6	-2.1	-4.9	3.7	13.9	-0.6	0.1	-3.5
COc1ccc(S(=O)(=O)N2CCN(CCc3ccccc3)CC2)cc1	13.4	-5.7	4.0	-0.6	1.2	0.6	19.4	0.4	1.2	-3.9
C/C(=N\NC(=O)C1=NNC(=O)C1C)c1cccs1 (centres undefined)	1.1	-7.8	·	·	0.2	6.2	15.8	-0.2	-0.3	-3.8
COc1ccc(OC)c(CCNC(=O)CCC(=O)N2CCOc3ccc(C)cc32)c1	13.4	-5.9	3.2	-1.1	-1.1	0.3	7.2	-0.2	1.9	4.2
O=C1/C(=C/c2ccc([N+](=O)[O-])cc2)CCc2ccccc21	22.6	-5.7	·	·	-3.0	·	·	·	-0.1	·
COc1ccccc1CN1CC(C(=O)NCc2cccc(C)n2)CCC1=O (centres undefined)	10.7	-2.1	6.9	-2.4	-0.8	-1.6	-7.1	-0.1	-0.3	-0.1
COc1ccc(C(=O)NCCc2ccc(C(F)(F)F)cc2)cc1S(=O)(=O)N1CCOCC1	·	-4.7	-2.8	-1.4	·	-1.9	-3.5	1.3	0.8	0.8
